Compound activity from PubChem.
MEKK3 PB1 HTS = raises or lowers MEK5 binding to the human MEKK3 PB1 domain | bead-based flow cytometry, Alexa488-MEK5 binding to MEKK3; actives lie on both sides; 0 = blocked by unlabeled MEK5, 100 = vehicle | AID 1529 | Q99759 | hit rate 1.4% among 290,000 | binding response (% of control), % at 10 µM;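 active means binding response more than 3 SD above or below the average of its plate-row segment, actives on both sides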;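 further: Alexa488 bead fluorescence after subtracting the streptavidin-only scavenger bead signal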
Target sequence (Q99759 whole entry, looked up, the tested form may be a part): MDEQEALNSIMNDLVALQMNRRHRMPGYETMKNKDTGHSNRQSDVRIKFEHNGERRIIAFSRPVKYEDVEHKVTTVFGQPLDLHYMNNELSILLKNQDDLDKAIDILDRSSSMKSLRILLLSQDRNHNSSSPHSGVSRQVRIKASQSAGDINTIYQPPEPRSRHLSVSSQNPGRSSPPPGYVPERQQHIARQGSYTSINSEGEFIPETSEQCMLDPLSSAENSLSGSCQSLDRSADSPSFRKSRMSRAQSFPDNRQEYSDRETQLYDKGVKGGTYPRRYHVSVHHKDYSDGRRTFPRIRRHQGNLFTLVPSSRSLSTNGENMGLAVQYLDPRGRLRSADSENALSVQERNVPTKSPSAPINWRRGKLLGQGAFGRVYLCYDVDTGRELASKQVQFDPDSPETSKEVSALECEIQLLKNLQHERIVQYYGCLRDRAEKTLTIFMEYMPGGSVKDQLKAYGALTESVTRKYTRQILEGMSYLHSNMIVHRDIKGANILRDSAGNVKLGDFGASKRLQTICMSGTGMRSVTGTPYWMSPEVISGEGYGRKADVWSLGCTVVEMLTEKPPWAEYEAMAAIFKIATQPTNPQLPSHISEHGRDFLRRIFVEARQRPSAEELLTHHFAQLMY
p-CIP stab down = lowers stability of the mouse p/CIP coactivator protein; Q05BA5; hit rate 0.01% among 290,000; F442A p/CIP-EGFP cells, EGFP fluorescence, 16 h; AID 1984; decrease of EGFP signal, % at 10 µM;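 active means EGFP signal decrease of at least 30% at 10 µM or well 3 SD below plate mean, unless failing retest; inactive means the rest, including hits failing retest or dose response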; further: some compounds called inactive have numbers as strong as hits; many of its hits are not listed in these tables
MEKK2 WT-MEK5 = raises or lowers MEK5 binding to wildtype human MEKK2 PB1 domain; bead flow cytometry, Alexa488-MEK5 binding to MEKK2 WT; actives lie on both sides; binding response (% of control), % at 10 µM; hit rate 1.1% among 290,000; AID 1531; in the data active means binding response below about 67% or above about 130%
UBC9 SUMO inh = blocks human SUMOylation mediated by UBC9. P63279. HTRF SUMOylation assay, SAE1/SAE2 + UBC9, in vitro. inhibition, % at 35 µM. hit rate 0.36% among 290,000. AID 2006; in the data active means inhibition above about 50%, passing the limit was not always enough; further: strong numbers were not always called active
Target sequence (P63279 whole entry, looked up): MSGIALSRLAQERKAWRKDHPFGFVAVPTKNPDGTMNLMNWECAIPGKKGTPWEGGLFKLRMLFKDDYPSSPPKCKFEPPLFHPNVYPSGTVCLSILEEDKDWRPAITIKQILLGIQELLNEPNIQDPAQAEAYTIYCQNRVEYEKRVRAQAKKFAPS
IDE inh = inhibits human insulin-degrading enzyme in HEK cells | P14735 | FAbetaB cleavage, fluorescence polarization | inhibition, % at 5.59 µM | hit rate 0.41% among 320,000 | AID 434962;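 active means percent inhibition above the average of all tested compounds plus 3 SD, set per screening campaign, cut at about 16% in these data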;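 further: IDE supplied by intact live HEK cells; FP after avidin binding of uncleaved biotin substrate so inhibition keeps polarization high; 0% = DMSO wells and 100% = 60 µM reference IDE inhibitor Ii1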
NALP1 inh = blocks the NALP1 inflammasome reconstituted in yeast. hit rate 0.61% among 280,000. inhibition, % at 10 µM. S. cerevisiae NALP1/ASC/caspase-1 growth, X-gal OD620, 72 h; in the data active means inhibition mostly above about 24%, no sharp cut-off; inactive means mostly below about 32%; further: some compounds called inactive have numbers as strong as hits
IDE act = boosts human insulin-degrading enzyme activity in HEK cells. P14735. FAbeta-B cleavage, fluorescence polarization; 0% vehicle, 100% cell-free pure enzyme wells. activation, % at 5.96 µM. hit rate 0.073% among 340,000. AID 493087;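 active means activation above the mean of all tested compounds plus 3 SD, set per screening campaign, cut at about 17% in these data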
PfM18AAP inh = PfM18AAP enzyme inhibition. recombinant PfM18AAP, H-Glu-NHMec fluorogenic cleavage. inhibition, % at 7.35 µM. hit rate 1.2% among 290,000. AID 1822;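 active means inhibition above the campaign mean inhibition over all tested compounds plus 3 SD, cut at about 28% in these data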;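 further: 0% = plate median of test compound wells and 100% = 2 mM ZnCl2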
MEKK2mut PB1 HTS = signal of MEK5 binding to mutant human MEKK2 PB1 domain; bead flow cytometry, Alexa488-MEK5 binding to MEKK2 mutant; percent response, % at 10 µM; hit rate 0.35% among 290,000; AID 1530; in the data active means percent response above about 24%, passing the limit was not always enough; further: inactives centre near 1; some results filed as inactive read as strong as hits; reference of the scale not given here
* marks the source's active call; other numbers are inactive results; nt = not tested or not shown. Some of the compounds tested; the hit share may differ from the screen's.

The first 2 entries (preview)
MEKK3 PB1 HTS,p-CIP stab down,MEKK2 WT-MEK5,UBC9 SUMO inh,IDE inh,NALP1 inh,IDE act,PfM18AAP inh,MEKK2mut PB1 HTS,structure
101,-38,109,12,10,-9,9,12,12,COc1ccc(CCNC(=O)c2cc3c(=O)n4cccc(C)c4nc3n(Cc3ccco3)c2=N)cc1OC
103,-12,105,20,-3,12,5,1,4,CN(c1cccc(NC(=O)c2ccccc2N(C)S(C)(=O)=O)c1)S(C)(=O)=O

All compounds of this part (from the top)
MEKK3 PB1 HTS,p-CIP stab down,MEKK2 WT-MEK5,UBC9 SUMO inh,IDE inh,NALP1 inh,IDE act,PfM18AAP inh,MEKK2mut PB1 HTS,structure
101,-38,109,12,10,-9,9,12,12,COc1ccc(CCNC(=O)c2cc3c(=O)n4cccc(C)c4nc3n(Cc3ccco3)c2=N)cc1OC
103,-12,105,20,-3,12,5,1,4,CN(c1cccc(NC(=O)c2ccccc2N(C)S(C)(=O)=O)c1)S(C)(=O)=O
nt,-14,nt,2,4,-13,-4,4,nt,CC1CCN(C(=O)CCCNC(=O)Cn2cnc3sc4c(c3c2=O)CCCC4)CC1
105,-7,109,5,10,6,2,1,2,CCC(C)NC(=O)C1c2cc(OC)c(OC)cc2C(=O)N(C)C1c1cccs1 (stereo unspecified)
110,-7,106,-9,7,31,nt,-2,7,Cn1c(N)c(C(=O)COC(=O)c2cc(C(F)(F)F)nc3ccccc23)c(=O)n(Cc2ccccc2)c1=O
87,16,88,6,0,17,1,-14,-8,O=C(NCC1CCCO1)c1cc2c(s1)CCC2 (stereo unspecified)
99,7,102,9,1,25,-1,-12,4,CCOC(=O)Cn1nnc2c(sc3nc4c(c(-c5ccccc5)c32)CCC4)c1=O
100,-6,99,11,8,39,2,1,-1,Cc1ccc(CNC(=O)Cc2ccc(-n3cccc3)cc2)cc1
110,-14,98,2,2,0,-3,-8,2,CCCc1[nH][nH]c(=O)c1C(c1cccc(Cl)c1)C(C#N)C#N (stereo unspecified)
103,-8,102,19,-1,6,7,-9,0,Cc1cc(C(F)F)n2nc(C(=O)Nc3ccccc3F)nc2n1
104,12,103,-8,-2,12,2,-3,19,O=C(c1ccccc1)c1c[nH]c(C(=O)NCCCn2ccnc2)c1
nt,0,nt,11,4,-12,8,8,nt,N#Cc1ccc(Cl)cc1NC(=O)COC(=O)c1ccc(S(=O)(=O)N2CCCC2)cc1
101,1,100,-11,2,22,0,12,1,COc1cc2c(cc1OC)CN(C(=O)Cn1ccccc1=O)CC2
106,-2,108,9,-5,10,3,1,5,O=S(=O)(c1ccccc1)N1CCN(S(=O)(=O)c2ccc(F)cc2)CC1
107,-7,109,9,0,2,2,12,6,Cc1cc(=O)[nH]c(N/N=C/c2ccccc2Cl)n1
nt,-16,nt,41,1,6,-2,-2,nt,O=C(Nc1cc(Sc2ccccn2)cc([N+](=O)[O-])c1)c1ccc([N+](=O)[O-])cc1
94,6,97,-7,-1,-2,1,3,1,CCCN(CC(=O)Nc1ccccc1C)C(=O)c1ccc(S(=O)(=O)N2CCCCCC2)cc1
103,-22,98,7,-1,13,0,-2,2,Cc1ccc2c(COC(=O)c3ccccc3OC(F)F)cc(=O)oc2c1
110,9,115,-5,-1,-7,6,nt,9,C=CC1C(OC2OC(CO)C(O)C(O)C2O)OC=C(C(=O)OC)C1CC1CC(=O)CC(CC(=O)CCc2ccc(O)cc2)O1 (stereo unspecified)
98,-311,96,3,nt,3,-98,5,-7,N#C/C(=C/c1ccc(N2CCOCC2)o1)C(=O)Nc1ccccc1

Further records follow:
MEKK3 PB1 HTS,p-CIP stab down,MEKK2 WT-MEK5,UBC9 SUMO inh,IDE inh,NALP1 inh,IDE act,PfM18AAP inh,MEKK2mut PB1 HTS,structure
104,-1,106,-26,-4,0,3,1,6,COCc1cc(Sc2ccc(Br)cc2)nc(-c2ccccc2)n1
104,2,107,-9,6,-10,4,-8,7,Cc1ccsc1C(=O)N1CCc2ccccc2C1
99,-11,95,3,0,6,3,-3,-6,c1cncc(COC2CCCN(Cc3nc(-c4cccs4)no3)C2)c1 (stereo unspecified)
100,0,103,2,0,-8,3,6,4,CC1CCN(C(=O)CNC(=O)c2ccc(Cl)cc2Cl)CC1
99,-4,99,4,-1,17,-2,-16,18,COc1ccccc1-n1cnc2cc(C(=O)NCC3CCCO3)ccc21 (stereo unspecified)
106,-9,99,14,-3,14,3,0,0,CSc1nc2c(c(=O)[nH]1)C(c1cccs1)C1=C(CCCC1=O)N2 (stereo unspecified)
69,0,79,5,4,nt,5,-16,-12,CC(=O)Nc1ccc2c(c1)CCCC2=O
87,-2,91,2,0,4,-2,-3,-11,CCNC(=O)/C=C/c1ccccc1[N+](=O)[O-]
82,2,76,-1,0,-17,4,-3,-22,COc1ccc(N2C(=O)CSC2c2ccccc2[N+](=O)[O-])cc1 (stereo unspecified)
105,9,101,0,0,26,-4,-1,0,CCOC1OC(=O)C(Cl)=C1Nc1ccc(C)cc1 (stereo unspecified)
102,-13,99,nt,0,-10,-1,2,0,Cc1cccc(-n2ccc(=O)c(C(=O)Nc3ccc(S(=O)(=O)Nc4onc(C)c4C)cc3)n2)c1
100,7,106,-13,5,25,4,0,-2,O=C(Nc1cccc(C(F)(F)F)c1)OCCN1CCN(Cc2ccccc2)CCC1=O
101,-20,102,6,2,14,2,-13,1,COc1ccc(N(C(=O)c2ccncc2)S(=O)(=O)c2cccc([N+](=O)[O-])c2)cc1
101,-8,101,22,6,3,0,-31,-2,Cc1cc(C)n2nc(SCC(=O)c3ccc[nH]3)nc2n1
106,-22,104,17,-1,1,0,-4,12,NS(=O)(=O)c1cccc2cccnc12
99,-7,107,18,4,16,3,0,8,CCN1CCCC1Cn1cnc2c([nH]c3cccc(Cl)c32)c1=O (stereo unspecified)
98,1,98,-16,6,-7,4,-3,0,CCN1CCN(CCNC(=O)c2ccc(CS(=O)c3ccc(Cl)cc3)o2)CC1 (stereo unspecified)
92,-10,96,18,6,nt,-3,-15,-10,O=C(Nc1cc(-c2ccccc2)[nH]n1)c1ccccc1
101,0,103,-7,1,8,3,-10,2,Cc1cc(C)cc(C(=O)N2CCCCCC2)c1
105,-5,104,-32,0,7,3,-3,7,COc1ccc(-c2nnn(CC(=O)N3CCN(c4ccccc4OC)CC3)n2)cc1

Following part
MEKK3 PB1 HTS,p-CIP stab down,MEKK2 WT-MEK5,UBC9 SUMO inh,IDE inh,NALP1 inh,IDE act,PfM18AAP inh,MEKK2mut PB1 HTS,structure
101,0,97,-6,-2,55,-1,-7,-2,Cc1ccc(C)c(NC(=O)c2ccc(OC(=O)c3ccco3)cc2)c1
105,2,109,-15,2,30,2,2,4,COc1cccc(OC)c1OC(=O)/C=C/c1ccc(C)o1
103,4,98,-14,2,0,3,-13,6,CCn1c(P(C)(=O)O)nc2cc(NC(=O)c3ccccc3Cl)ccc21
91,-20,94,26,0,20,4,-7,-3,Cc1c(NC(=O)CSc2nnc(C(C)Oc3ccc(Cl)cc3)n2-c2ccccc2)c(=O)n(-c2ccccc2)n1C (stereo unspecified)
103,nt,108,nt,-6,nt,-3,-2,4,CCn1c(CCNC(=O)c2cccs2)nnc1SCC(=O)Nc1cccc(Cl)c1
109,17,102,6,0,5,4,-1,0,COc1ccc(N=Cc2c(C)[nH][nH]c2=O)cc1
101,10,102,0,4,-18,2,16,-1,CN1C(=O)[C@H](Cc2ccc([N+](=O)[O-])cc2)NC1=S
97,1,102,8,-2,-20,-5,2,1,Cn1c(CNS(=O)(=O)c2ccc(Br)cc2)n[nH]c1=S
101,-9,102,17,1,6,3,-1,4,O=C(CCCN1C(=O)c2cccnc2Oc2ccc(Cl)cc21)N1CCCCC1
96,-6,88,0,7,-3,3,5,-7,O=c1oc(-c2cccs2)nc2ccccc12
99,0,100,-4,-1,13,5,10,1,O=C(NN1C(=O)/C(=C/c2cccc(O)c2)SC1=S)c1ccccc1O
97,-10,93,6,-1,1,nt,1,-4,O=C1CC(c2ccccc2Br)c2cc3c(cc2N1)CCC3 (stereo unspecified)
100,nt,103,nt,1,nt,3,nt,0,CCCCCCCCCCCCN1[C@@H](CC(C)=O)c2cc(F)cc(F)c2S1(=O)=O
102,-14,105,5,-1,5,2,-2,1,COc1cccc(OCC(=O)Nc2ccncc2)c1
110,-9,106,8,-1,-16,9,-6,-1,O=C(Nc1ccc2c(c1)OCCO2)C1CCN(S(=O)(=O)c2ccccc2)CC1
101,9,101,-10,-2,20,5,-2,1,Cc1ccc(C)c(NC(=O)C2CC(=O)N(C(C)C)C2)c1 (stereo unspecified)
92,0,89,-11,0,8,6,4,-5,CCC1(CC)NC(=O)N(Cc2nc3ccccc3s2)C1=O
116,nt,105,nt,5,nt,nt,4,3,COc1ccc(C2c3c(oc4ccccc4c3=O)C(=O)N2Cc2ccncc2)cc1OC (stereo unspecified)
102,3,108,2,-4,3,-7,-4,6,CCOCCCNC(=O)c1ccc2c(c1)ncn2-c1ccc(CC)cc1
101,-10,92,17,10,nt,nt,-4,-1,Cn1cc(C(=O)N/N=C/c2cccc([N+](=O)[O-])c2)c2ccccc21

(listing goes on)
MEKK3 PB1 HTS,p-CIP stab down,MEKK2 WT-MEK5,UBC9 SUMO inh,IDE inh,NALP1 inh,IDE act,PfM18AAP inh,MEKK2mut PB1 HTS,structure
83,0,87,15,0,-2,6,-7,-14,O=C(NCc1cccs1)C1CCCN1C(=O)Nc1cccc(Cl)c1 (stereo unspecified)
93,-5,100,16,-8,3,3,-2,-2,Cc1ccc(NC(=O)CSc2nc(-c3ccco3)nc3cc(=O)[nH]n23)c(Cl)c1
100,-1,106,3,2,21,0,3,1,CC1(C)NC(=O)N(CCOc2cccc(Oc3ccccc3)c2)C1=O
103,-6,105,-5,-1,-4,1,-3,4,CCN1CCN(C(CNS(=O)(=O)c2ccc(F)cc2)c2cccnc2)CC1 (stereo unspecified)
112,-24,113,19,1,14,-1,4,13,COCCNc1nc(N)c([N+](=O)[O-])c(NC2CCCCC2)n1
100,6,110,34,4,3,-5,34*,11,CNc1oc(/C=C/c2ccccc2)nc1C#N
102,-4,99,-3,-4,-12,2,6,2,COc1ccc(C(C)=O)cc1COC(=O)c1cnc(C)cn1
93,3,90,-14,3,5,16,-7,-6,CCNC(=O)Nn1c(-c2ccccc2)nc2ccccc2c1=O
110,1,99,-11,5,-1,7,0,-2,O=C(COc1ccccc1)NC(=S)Nc1ccc2c(c1)Cc1ccccc1-2
102,-20,104,3,2,-25,1,1,2,CCOc1ccc(N(C(=O)CNC(=O)c2ccco2)C(C(=O)NC2CCCC2)c2cccnc2)cc1 (stereo unspecified)
103,-6,107,1,-2,27,0,-5,2,CC(C)c1ccc(NC(=O)CCc2ccccc2)cc1
110,-3,104,-2,1,-6,0,-8,6,Cc1ccccc1C(=O)NNC(=O)Cc1ccccc1
106,-12,108,6,0,5,3,2,3,Cc1cc(-c2nnc(SCC(=O)Nc3ccccc3C(F)(F)F)n2N)n[nH]1
107,4,102,21,0,2,0,-4,8,O=C(Nc1cccc2c1N(C(=O)c1ccco1)CCC2)c1ccco1
102,-4,101,-2,3,19,3,3,0,Cc1nc2cc(NS(=O)(=O)c3cccc4cccnc34)ccc2s1
98,0,99,4,6,1,2,0,7,Cn1c(CSCc2ccc(F)cc2)nnc1SCC(=O)N1CCN(c2ccccc2)CC1
111,-2,106,39,-2,21,nt,-12,11,O=Cc1cc2cc3c(cc2nc1Cl)OCCO3
97,-10,101,5,0,6,-8,-8,-1,CCn1cc(C(=O)N2CCN(c3ccc(C(C)=O)cc3)CC2)c2cc(OC)c(OC)cc2c1=O
96,-5,99,-2,1,-12,-3,4,0,CC(C)(C)OC(=O)N1CC=C2C(C#N)=C(N)C(C#N)(C#N)[C@H](c3cccnc3)[C@H]2C1
106,-19,108,13,1,12,2,-2,3,CCN1c2ccccc2-c2nc3ccccc3n2C1c1ccncc1 (stereo unspecified)
